Anthrax LF prot: blocks Bacillus anthracis lethal factor protease. P15917. multiplex microsphere protease cleavage assay, LF. inhibition, % at 10 µM. 0.12% of 360,000 active. AID 588501; also: plate controls were buffer without enzyme for full effect and enzyme alone for no effect
Target sequence (P15917 whole entry, looked up): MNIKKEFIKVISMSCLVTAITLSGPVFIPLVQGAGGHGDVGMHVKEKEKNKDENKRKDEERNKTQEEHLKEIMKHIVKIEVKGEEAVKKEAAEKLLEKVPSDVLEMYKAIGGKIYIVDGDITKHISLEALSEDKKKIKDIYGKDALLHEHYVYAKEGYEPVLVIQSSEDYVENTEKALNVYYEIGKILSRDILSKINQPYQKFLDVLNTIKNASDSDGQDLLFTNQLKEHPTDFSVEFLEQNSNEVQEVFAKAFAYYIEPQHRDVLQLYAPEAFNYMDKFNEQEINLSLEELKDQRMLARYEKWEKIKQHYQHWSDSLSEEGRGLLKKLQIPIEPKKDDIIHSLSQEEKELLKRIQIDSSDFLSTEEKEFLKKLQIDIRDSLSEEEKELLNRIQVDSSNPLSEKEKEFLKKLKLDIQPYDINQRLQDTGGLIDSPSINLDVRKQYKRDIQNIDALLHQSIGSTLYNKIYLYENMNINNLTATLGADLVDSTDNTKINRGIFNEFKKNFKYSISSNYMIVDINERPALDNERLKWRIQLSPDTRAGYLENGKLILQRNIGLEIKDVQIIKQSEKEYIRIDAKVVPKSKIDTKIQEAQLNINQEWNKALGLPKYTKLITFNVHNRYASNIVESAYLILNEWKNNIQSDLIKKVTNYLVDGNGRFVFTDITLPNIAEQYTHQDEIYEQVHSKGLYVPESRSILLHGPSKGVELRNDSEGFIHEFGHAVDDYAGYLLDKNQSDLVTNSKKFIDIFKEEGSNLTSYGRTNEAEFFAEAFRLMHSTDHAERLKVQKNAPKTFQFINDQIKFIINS
Vc quorum ag: inducers of Vibrio cholerae quorum light production without autoinducers. V. cholerae BH1578 lux reporter, luminescence, 6 h. 0.16% of 350,000 active. activation, % at 18.7 µM; in the data active = activation mostly above about 9.7%, no sharp cut-off; inconclusive = no clear call, values can overlap the other calls; inactive = mostly below about 3.7%; also: not every result past the cut was called active; inactives centre near 0; reference of the scale not given here
SARS 3CLpro inh: SARS-CoV 3CLpro protease inhibition; AID 1706; P0C6X7; recombinant SARS-CoV 3CLpro, quenched FRET peptide cleavage; 0.14% of 290,000 active; inhibition, % at 6 µM; in the data active = inhibition above about 12%
PfHsp40 rescue: rescue of PfHsp40-mediated yeast toxicity; growth rescue, % at 12.5 µM; 0.68% of 340,000 active; AID 504582; S. cerevisiae expressing PfHsp40, growth rescue, ATP luminescence; in the data active = growth rescue above about 28%, passing the limit was not always enough; inconclusive = no clear call, values can overlap the other calls;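 also: yeast W303a lacking pdr1 and pdr3 grown in galactose medium; growth measured after three days at 30 °C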
Y pestis TopoI: blocks Yersinia pestis topoisomerase I activity. Y. pestis Topo-I cleavage product accumulation, plate reader. activity, % at 10 µM. 0.064% of 360,000 active. AID 504884; in the data active = activity above about 50%, passing the limit was not always enough; inconclusive = no clear call, values can overlap the other calls; also: inactives centre near 2
DUSP3 inh: blocks human VHR1 dual specificity phosphatase | inhibition, % at 13.3 µM | P51452 | 0.52% of 290,000 active | recombinant VHR phosphatase, pNPP absorbance; in the data active = inhibition above about 50%; also: some compounds called inactive have numbers as strong as hits
Target sequence (P51452 whole entry, looked up): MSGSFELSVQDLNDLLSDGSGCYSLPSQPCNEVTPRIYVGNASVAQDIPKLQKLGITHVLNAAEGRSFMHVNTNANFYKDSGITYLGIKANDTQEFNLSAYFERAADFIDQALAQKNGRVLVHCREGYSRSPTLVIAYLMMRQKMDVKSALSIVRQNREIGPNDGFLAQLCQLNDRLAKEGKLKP
SSB-PriA inh: inhibitors of Klebsiella pneumoniae PriA binding to SSB C-terminal tail; 0.6% of 430,000 active; AlphaScreen SSBct-PriA binding, biotinylated peptide; inhibition, % at 33 µM; in the data active = inhibition mostly above about 37%, no sharp cut-off; inactive = mostly below about 20%;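 also: plate controls were negative control peptide for no effect and reference peptide for full effect; strong numbers were not always called active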
TcdB GH inh: blocks C. difficile toxin B glycohydrolase activity; TcdB glycohydrolase enzymatic assay, plate reader; P18177; inhibition, % at 9.99 µM; 0.24% of 350,000 active; in the data active = inhibition above about 10%
CCHFV vOTU inh: CCHFV vOTU protease inhibition. Pep-AMC fluorescence. inhibition, % at 11.5 µM. 0.55% of 370,000 active. AID 651958; in the data active = inhibition above about 30%; also: 0% = vehicle wells with enzyme and 100% = no enzyme wells
BoNT A protease: BoNT A light chain protease inhibition; multiplex microsphere protease substrate cleavage, flow cytometry; inhibition, % at 10 µM; 0.17% of 360,000 active; also: plate controls were buffer without enzyme for full effect and enzyme alone for no effect
An asterisk follows results filed as active; i = inactive; ? = inconclusive; . = not tested or not shown; & = joins results of further samples. Rule as the data show it, unless noted: active = inhibition above about 30%; inconclusive = no clear call, values can overlap the other calls; inactive = below that.

SMILES	Anthrax LF prot	Vc quorum ag	SARS 3CLpro inh	PfHsp40 rescue	Y pestis TopoI	DUSP3 inh	SSB-PriA inh	TcdB GH inh	CCHFV vOTU inh	BoNT A protease
CCN1C/C(=C/c2cccc([N+](=O)[O-])c2)C(=O)/C(=C/c2cccc([N+](=O)[O-])c2)C1	-4	-0.2	1	0.2	0	-10	12	.	24	0.5
O=C(O)c1ccccc1C(=O)Nc1ccc(S(=O)(=O)N2CCCC2)cc1	9	-0.2	-1	0.1	1	17	3	-3.5	25	-1.9
CC(C)NC(=O)NC1C2CC3CC(C2)CC1C3 (stereo not given)	-3	0.6	-3	0.1	1	6	-1&9	.	6	-0.4
Cc1ccnc(SC2CC(=O)N(c3ccccc3)C2=O)n1 (stereo not given)	1	i	.	.	-3	.	.	0.5	-5	-0.6
CN(CC(=O)Nc1cccc(S(=O)(=O)N(C)c2ccccc2)c1)Cc1cccs1	-7	-0.5	.	.	24	.	.	0.0	5	0.1
CCCCn1c(O)c(/C=N/N2CCOCC2)c(=O)[nH]c1=S	-7	i	-3	0.2	5	32	.	-2.6	-5	2.7
COC(=O)c1sc(NC(=O)COc2ccc(OC)cc2)nc1C	-1	3.4	4	-1.9	-3	.	-8	.	0	-0.8
CCOC(=O)CCCNC(=O)CN1CCC(c2nc3ccccc3s2)CC1	2	-0.3	-4	0.7	19	24	5	-2.3	6	-6.6
Nc1nonc1NC(=O)CSc1ncccc1C(=O)O	6	1.8	-5	-0.1	-1	-8	-4	1.3	-10	0.8
CC(C)[N+](C)(C)CC(O)CN(c1ccccc1)c1ccccc1 (stereo not given)	-2	i	1	1.9	1	17	6	-0.1	-13	-0.1
N/C(=N\OC(=O)/C=C/c1ccccc1)c1ccc(Cl)cc1	.	-0.7	5	2.2	-8	-5	.	-1.7	9	.
CCOc1ccccc1CNC(=O)c1c([N+](=O)[O-])c(C)nn1C	-5	i	1	-0.4	-11	-5	-6	0.7	6	-1.2
Cc1ccc2nc(N(CCCN(C)C)C(=O)c3ccc(S(=O)(=O)N4CCc5ccccc5C4)cc3)sc2c1	-2	-0.3	-5	-0.4	8	18	16	1.0	9	0.3
COc1ccc(N2CCN(C(=S)Nc3ccc(C)cc3)CC2)cc1	1	-0.2	0	-0.1	9	11	7	-0.4	-5	-1.2
Cn1c(=O)c2c(nc(CN3CCCCC3)n2CCCc2ccccc2)n(C)c1=O	-1	-3.2	-1	-2.3	11	.	-11	.	0	0.8
Cc1c(NC(=S)NC(=O)c2cccc(Br)c2)c(=O)n(-c2ccccc2)n1C	9	i	3	1.6	3	-3	-5	1.1	-10	0.2
Cc1ccc(NC(=O)c2ccc3c(c2)C(=O)N(c2ccccc2C)C3=O)nc1	3	i	.	2.1	-4	.	-12	1.2	16	2.1
CC(C)Oc1cccc(C(=O)Nc2ccc(N3CCN(S(C)(=O)=O)CC3)cc2)c1	-4	3.8	-2	-0.9	-1	5	-6	.	-1	1.0
COc1cccc(N2C(=O)CN(Cc3ccc(OC)c(OC)c3)C2=S)c1	-7	-15	3	-2.1	5	-20	4	-1.2	5	-0.3
COc1ccc(C(=O)NNC(=O)COc2ccc(Cl)cc2C)cc1S(=O)(=O)N1CCOCC1	2	-0.9	.	0.5	0	.	-19	-0.2	7	-3.2

Copied from the list:
Entry for Nc1nonc1NC(=O)CSc1ncccc1C(=O)O in SSB-PriA inh: -4
Entry for CC(C)[N+](C)(C)CC(O)CN(c1ccccc1)c1ccccc1 (stereo not given) in Anthrax LF prot: -2
Entry for CC(C)NC(=O)NC1C2CC3CC(C2)CC1C3 (stereo not given) in Vc quorum ag: 0.6

(list continues)
SMILES	Anthrax LF prot	Vc quorum ag	SARS 3CLpro inh	PfHsp40 rescue	Y pestis TopoI	DUSP3 inh	SSB-PriA inh	TcdB GH inh	CCHFV vOTU inh	BoNT A protease
O=C(OC(C(=O)NCc1cccs1)c1ccc(F)cc1)c1ccco1 (stereo not given)	5	-0.6	0	0.3	-3	-1	-9	.	-5	0.5
CC(=O)Nc1ncc(Cc2cccc(Cl)c2)s1	0	i	-5	4.2	-4	12	-6	0.5	-6	0.5
Cc1cn([C@H]2C[C@H](O)[C@@H](CNCc3ccc(F)c(N4CCOCC4)c3)O2)c(=O)[nH]c1=O	-8	-0.4	.	.	4	.	.	0.2	-5	-0.1
COc1ccccc1C(=O)Nc1ccc2oc(-c3ccc(F)cc3)nc2c1	0	i	-2	-0.4	5	22	-7	.	-2	-1.9
COc1ccccc1OCc1nnc(SCCN2CCOCC2)o1	-2	i	1	-0.8	-4	3	-19	.	1	?
O=C(/C=C/c1ccccc1)Nc1nnc(-c2ccco2)o1	-7	0.0	4	0.7	4	18	-1	-0.5	3	-2.3
COC(=O)C1=C(c2ccc(C(C)=O)cc2)C[C@@H]2CC[C@H]1N2C(=O)NCCOc1ccccc1Cl	-7	-6.7	.	0.7	23	.	-16	-3.1	2	-0.4
CC(=O)Nc1ccc(C(=O)OCC(=O)N2CC3(C)CC2CC(C)(C)C3)cc1 (stereo not given)	3	-5.7	.	-0.2	-9	.	-17	-4.9	-12	-0.3
O=C(CSc1nnc(COc2ccccc2Cl)o1)NC(=O)NC1CCCC1	-1	1.0	2	2.9	27	0	-2	-0.2	17	-2.0
CCOC(=O)c1cnn(CCOC(=O)c2ccc(OC)cc2)c1NC(=O)c1ccc(OC)cc1	1	-0.4	0	0.5	-8	-8	-7	.	-5	1.0
COc1ccc(N(CC(=O)N/N=C(\C)c2ccc(OC)c(OC)c2)S(=O)(=O)c2ccccc2)cc1	5	i	1	-2.1	21	30	.	-0.9	-4	-1.2
O=C(Nc1cc(S(=O)(=O)N2CCCCC2)ccc1N1CCOCC1)c1cc(=O)[nH]c2ccccc12	0	i	4	-0.7	3	5	0	0.7	4	-0.1
Cn1c(O)c(C(=N)COc2ccccc2)c(=O)n(C)c1=O	0	i	4	1.3	-1	35	-10	.	13	-0.5
CN(Cc1ccccc1)C(=O)CSc1nnc(-c2ccco2)n1-c1ccccc1	-1	1.2	-3	9.1	14	2	4	3.3	-10	-1.5
COc1ccccc1C(=O)N1CCN(c2ccc(N3CCOCC3)nn2)CC1	-5	-0.6	.	-0.4	-3	.	-8&-6	1.1	-25	-0.2
CC1CCC(C(C)C)C(=O)/C1=C/c1ccc(N)cc1 (stereo not given)	-6	i	7	0.2	-6	6	13	2.5	17	0.2
CC(=O)N1c2ccc(S(=O)(=O)N3CCC(C(=O)NC4CCCCC4C)CC3)cc2CC1C (stereo not given)	-1	-0.1	-1	-1.6	1	10	-14	-0.9	9	0.4
Cc1cccc2sc(NNC(=O)C3=COCCO3)nc12	0	0.4	2	-0.6	-5	10	2	0.4	2	0.1
O=C(CSc1ccc(-c2ccccn2)nn1)N1CCc2ccccc21	0	1.6	3	224*	-4	2	-24&-10	0.6	-7	-2.1
O=C(NCC12CC3CC(CC(C3)C1)C2)c1nc2ncccn2n1	-8	5.8	0	-0.6	-6	22	-6	.	-1	1.7

Next part (two carried over from the part before).
SMILES	Anthrax LF prot	Vc quorum ag	SARS 3CLpro inh	PfHsp40 rescue	Y pestis TopoI	DUSP3 inh	SSB-PriA inh	TcdB GH inh	CCHFV vOTU inh	BoNT A protease
O=C(CSc1ccc(-c2ccccn2)nn1)N1CCc2ccccc21	0	1.6	3	224*	-4	2	-24&-10	0.6	-7	-2.1
O=C(NCC12CC3CC(CC(C3)C1)C2)c1nc2ncccn2n1	-8	5.8	0	-0.6	-6	22	-6	.	-1	1.7
O=C(CSc1nc2ccccc2s1)NC1CCCC1	-4	-0.5	-5	-1.7	0	20	-8	1.7	-9	-1.4
CCCCOc1ccc(C(C)NC(=O)CCS(=O)(=O)Cc2ccccc2F)cc1 (stereo not given)	1	i	4	-1.3	2	26	-4	0.5	0	-0.1
CCc1c(C)sc(NC(=S)NC(C)C2CCCO2)c1C(=O)OC (stereo not given)	-4	-0.5	1	-0.9	16	17	-12	0.4	4	-1.1
Cc1ccc(NC(=O)Nc2cccnc2)cc1NC(=O)Nc1cccnc1	7	i	2	0.6	14	31	12	-2.1	-7	-0.8
COc1ccc(N=Cc2c(O)n(-c3cccc(C)n3)c(=O)c3ccccc23)cc1	1	-1.1	-2	1.0	21	12	-1	.	1	0.2
COCCNC(=O)Cn1c(=O)n(CCCCCC(=O)Nc2ccccc2)c(=O)c2sccc21	1	-0.2	2	0.1	5	-23	-3	1.4	-7	-0.3
O=C(NCc1ccccc1)C1CCCN(S(=O)(=O)c2cccs2)C1 (stereo not given)	-3	-1.7	-3	-0.5	1	19	1	.	-1	-1.9
COc1ccccc1C/C(N)=N/OC(=O)c1ccc2c(c1)OCO2	2	-0.3	7	-0.5	14	5	.	0.6	13	0.3
Cc1ccc(C)c(OCCCC(=O)Nc2nccs2)c1	-1	-0.1	2	0.4	-5	4	-14	.	4	0.4
COCCn1nnnc1C(c1cccs1)N1CCN(c2cc(C)ccc2C)CC1 (stereo not given)	3	-0.9	-1	5.7	35	-11	-9	.	-6	-1.3
CCOC(=O)N1CCN(C(=O)CS(=O)Cc2nc(-c3ccc(C)cc3)oc2C)CC1 (stereo not given)	-1	i	-2	-1.4	3	23	-2	-0.7	-3	-0.2
O=S(=O)(c1ccc(Oc2ccc(-c3nnco3)cc2)nc1)N1CCC(Cc2ccccc2)CC1	1	1.2	-4	-0.9	2	10	-10	.	-22	0.3
CC(C)CN(CC(C)C)S(=O)(=O)N1CCC(C(=O)NC2CCCCCCC2)CC1	-1	-0.4	4	1.2	11	-19	-4	0.5	1	0.7
O=C(COC(=O)C1(c2ccccc2)CC1)NNC(=O)c1ccccc1	-2	-2.8	.	-0.8	-4	.	-10	2.1	8	0.0
COc1ccccc1N1CCN(CC(O)COCCOc2ccc(Br)cc2)CC1 (stereo not given)	-1	-0.3	0	-0.1	9	4	-8	0.7	4	2.1
COc1ccc(S(=O)(=O)N2CCCCC2)cc1NC(=O)c1cc(C)on1	0	-0.1	5	1.1	1	11	-14	-1.1	3	-0.3
CCCCCNCc1cccn1C	-5	i	-1	-0.3	-6	13	-1	.	-2	-0.4
COC(=O)c1sccc1NC(=O)c1c(C)noc1C	-1	i	-8	1.9	-6	-22	-14	.	-3	-0.2
CCCNC(=O)Cn1nc(-c2ccccc2OC)ccc1=O	-3	-0.9	.	.	2	.	.	-1.6	-6	0.0
O=C(CN1CCCCCC1)Nc1ccc(Oc2ccccc2)cc1	-6	i	5	-0.6	8	24	-5	0.3	1	-0.5
CCc1ccc(C2CC(=O)Nc3c2c(=O)nc2c(C)cccn32)cc1 (stereo not given)	-5	-0.3	-1	0.5	2	16	-2	-0.9	12	-1.0
Cc1c(C(=O)Nc2ccccn2)oc2ccc(Br)cc12	8	-2.3	.	-0.8	-7	.	2	0.3	1	-2.6
CC(=O)OCC1OC(n2c(S)c(C#N)c(-c3ccccc3)c(C#N)c2=O)C(OC(C)=O)C(OC(C)=O)C1OC(C)=O (stereo not given)	-8	5.6	.	-0.3	-1	.	-10	-1.6	13	0.0
CCCc1ccc2oc(C(=O)N3CCC(COC)C3)c(C)c2c1 (stereo not given)	-21	3.8	2	-0.5	32	10	-20	1.8	-2	-0.8
Cc1nnc(SCC(=O)Nc2ccc3c(c2)OCCO3)s1	-1	-0.2	4	-0.1	2	47	-3	.	-12	-5.4
O=C(Nc1ccccc1)Nc1ccc(Oc2cccnc2)nc1	.	-1.9	-1	-0.1	-9	4	-2	0.1	-5	.
CCOC(=O)/C(=C/c1cn(C)c2ccccc12)NC(=O)c1ccccc1	2	i	6	0.9	0	14	3	1.5	2	-0.1
CCc1ccc(C(O)c2ncc(-c3ccccc3OC)[nH]2)cc1 (stereo not given)	-8	0.3	.	.	2	.	.	0.9	-2	-0.5
Cc1ccc2cc(CCNC(=O)c3ccco3)c(=O)[nH]c2c1	-4	i	-1	1.0	3	14	-7	.	4	-0.5
Cc1ccc(OCc2cc(C(=O)N(C)Cc3nccn3C)no2)cc1C	-1	-0.6	0	-1.1	8	-31	13	1.0	-8	-2.2

From PubChem BioAssay

An excerpt; rates above refer to the full screens.
